Screens from PubChem.
hIAP activ = human IAP activators, primary screen, biochemical, luminescence, uHTS; activation factor at 10 µM; Intestinal-type alkaline phosphatase (Homo sapiens), P09923; AID 2524, 2010; hit rate 0.16% among 330,000; purified human IAP, CDP-Star luminescence, 30 min; active compounds read high; 1 = vehicle-only enzyme, 0 = enzyme-free background;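 active = activation factor of the enzyme at least 2-fold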; note: the source names both 10 and 20 µM as test concentration; values of inactives mirror those of a sister screen read the other way
Target sequence (P09923 whole entry, looked up): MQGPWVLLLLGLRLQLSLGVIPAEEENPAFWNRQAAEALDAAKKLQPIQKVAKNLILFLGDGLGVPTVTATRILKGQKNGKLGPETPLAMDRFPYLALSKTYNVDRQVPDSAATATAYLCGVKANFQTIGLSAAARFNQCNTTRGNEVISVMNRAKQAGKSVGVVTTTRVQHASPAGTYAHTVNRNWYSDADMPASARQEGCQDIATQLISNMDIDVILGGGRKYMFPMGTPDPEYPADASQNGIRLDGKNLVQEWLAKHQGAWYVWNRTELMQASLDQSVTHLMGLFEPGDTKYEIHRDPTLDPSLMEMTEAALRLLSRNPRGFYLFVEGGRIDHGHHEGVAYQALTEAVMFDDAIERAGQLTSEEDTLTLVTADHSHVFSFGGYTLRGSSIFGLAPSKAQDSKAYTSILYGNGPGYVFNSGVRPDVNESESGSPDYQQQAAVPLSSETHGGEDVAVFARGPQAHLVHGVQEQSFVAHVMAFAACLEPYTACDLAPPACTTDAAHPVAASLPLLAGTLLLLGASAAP
MPTP block = mitochondrial permeability transition pore inhibitors, primary screen, biochemical, isolated mouse mitochondria, absorbance; Ca2+ swelling absorbance, 30 min; hit rate 1.4% among 360,000; inhibition, % at 10 µM;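 active = inhibition of 50% or more, scaled per plate between neutral and stimulator controls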;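 note: 0% = DMSO wells given calcium and 100% = 1 mM EGTA wells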
ATG4B inh = ATG4B protease inhibitors, primary screen, biochemical, fluorescence, uHTS | Cysteine protease ATG4B (Homo sapiens), Q9Y4P1 | inhibition, % at 8.33 µM | hit rate 0.51% among 340,000 | ATG4B cleavage of LC3-PLA2, NBD-HPC fluorescence, 1 h; in the data active = inhibition above about 40%
Target sequence (Q9Y4P1 whole entry, looked up): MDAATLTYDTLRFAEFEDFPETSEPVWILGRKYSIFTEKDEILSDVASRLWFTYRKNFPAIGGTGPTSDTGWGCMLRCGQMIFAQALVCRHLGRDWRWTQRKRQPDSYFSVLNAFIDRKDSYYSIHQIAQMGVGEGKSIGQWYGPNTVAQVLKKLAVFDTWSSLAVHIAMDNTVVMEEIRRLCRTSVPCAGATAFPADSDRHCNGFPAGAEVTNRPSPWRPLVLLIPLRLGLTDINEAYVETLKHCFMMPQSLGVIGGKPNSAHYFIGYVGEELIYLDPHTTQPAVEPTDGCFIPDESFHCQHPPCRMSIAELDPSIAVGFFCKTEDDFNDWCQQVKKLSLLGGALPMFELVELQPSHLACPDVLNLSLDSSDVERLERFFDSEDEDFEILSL
SENP6 inh = SENP6 protease inhibitors, primary screen, biochemical, luminescence, uHTS; Sentrin-specific protease 6 (Homo sapiens), Q9GZR1; Recombinant SENP6 catalytic domain, aminoluciferin luminescence; inhibition, % at 10 µM; hit rate 1.8% among 330,000; AID 2599, 2010;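 active = inhibition above about 50% at the single tested dose, limit read from the data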;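 note: plate controls were DMSO wells with enzyme for no effect and DMSO wells lacking enzyme for full effect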
SENP1 FRET inh = human SENP1 catalytic domain inhibitors, primary screen, biochemical, FRET, uHTS; recombinant SENP1 catalytic domain, CyPet-SUMO1-YPet FRET cleavage; Sentrin-specific protease 1 (Homo sapiens), Q9P0U3; hit rate 0.21% among 360,000; AID 624204, 2012; inhibition, % at 10 µM;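 active = inhibition at least 30% at 10 µM, raw YFP signal under a set limit, fluorescence ratio 0.5 to 1.5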;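 note: 0% = enzyme with DMSO and 100% = no enzyme wells; some results filed as inactive read as strong as hits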
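Assay system – human recombinant His6-tagged SENP1 catalytic domain enzyme · Input – SENP1 enzyme, 20 pM final · Buffer or medium – Tris pH 8 buffer plus EDTA, NaCl, BME, BSA, NP40, catalase · Schedule – 50 min reaction at room temperature · Technique – FRET read of cyan and yellow fluorescence · Control set – no-enzyme wells low, DMSO-plus-enzyme wells high control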
SENP8 block = human SENP8 protease inhibitors, primary screen, biochemical, fluorescence, Nedd8 protein substrate, uHTS; recombinant SENP8; inhibition, % at 20 µM; hit rate 0.64% among 360,000; AID 602440, 2012; in the data active = inhibition mostly above about 40%, no sharp cut-off; inactive = mostly below about 27%
GRIN3A LBD mod = binders of NR3A ligand-binding domain, primary screen, biophysical, differential scanning fluorimetry, uHTS; Glutamate receptor ionotropic, NMDA 3A (GRIN3A) ligand-binding domain; NR3A LBD differential scanning fluorimetry, Tm shift; 0% = protein alone, 100% = glycine-bound protein; Tm shift relative to glycine control, % at 25 µM; hit rate 2.5% among 340,000;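 active = melting temperature shift of at least 10% of the positive control shift, at one fixed dose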
PfGluPho inh = PfG6PD enzyme inhibitors, primary screen, biochemical, fluorescence intensity, uHTS | glucose-6-phosphate dehydrogenase-6-phosphogluconolactonase (Plasmodium falciparum 3D7) | PfGluPho enzyme, NADPH resazurin-diaphorase fluorescence | inhibition, % at 20 µM | hit rate 0.78% among 350,000 | AID 504690, 2011;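 active = inhibition reaching at least a set limit at 20 µM in the primary screen, cut at about 59% in these data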;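 note: 0% = DMSO wells with substrate and 100% = DMSO wells lacking glucose-6-phosphate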
An asterisk follows results filed as active; · = not tested or not shown.

SMILES	hIAP activ	MPTP block	ATG4B inh	SENP6 inh	SENP1 FRET inh	SENP8 block	GRIN3A LBD mod	PfGluPho inh
CCn1c(CNc2ccc(C)cc2C)nnc1SCC(=O)N1CCCc2ccccc21	0.94	0.0	-6	-5	1	12	-3	0
O=C(NCc1ccc(F)cc1)N1[C@H]2CC[C@@H]1C=C(c1ccc(F)cc1OCc1ccccc1)C2	·	0.0	·	·	2	-24	·	8
CC(=O)c1ccc(NC(=O)Nc2ccc3c(c2)nc(C)n3C)cc1	0.92	1.6	-10	-14	-1	9	5	4
COc1ccc(NC(=O)COC(=O)c2ccncc2)c(OC)c1	0.94	0.5	0	11	0	15	-9	-3
CC(=O)c1ccc(NC(=O)CSC(C)C)cc1	1.1	-0.2	5	1	0	10	-1	9
O=C(C1CCC1)N1CCc2cc(S(=O)(=O)NCCN3CCN(c4ccccc4F)CC3)ccc21	1	26	-22	8	-1	14	1	-6
Nc1nc(-c2ccccc2)nn1C(=O)Cc1ccccc1	0.97	-0.5	-14	-14	-2	30	6	-14
CCOC(=O)Cc1csc(NC(=O)COc2ccc(C)c(C)c2)n1	0.99	2.0	-12	-6	-2	9	-1	19
Cc1ccc(NC(=O)Cc2noc3ccccc23)c(C)c1	1.1	-0.7	2	-2	3	9	2	-8
COC(=O)c1[nH]c2cccc(Cl)c2c1NC(=O)CN(C)C1CCCCC1	1.1	1.1	-13	6	2	-17	0	-11
COC(=O)C(NC(=O)c1ccccc1)=C(C)C	0.99	1.6	-2	4	2	14	0	-8
O=C(NCC(=O)N(c1ccc(Cl)cc1)C(C(=O)NC1CCCC1)c1cccnc1)c1ccco1 (stereo not drawn)	1	0.4	-2	-7	4	7	1	-15
COc1ccc(C(CNC(=O)c2ccc(S(=O)(=O)Nc3ccc(F)cc3)cc2)N(C)C)cc1 (stereo not drawn)	0.88	-1.2	-6	5	2	3	-2	1
N/C(=N\OC(=O)Oc1ccccc1)c1cccc([N+](=O)[O-])c1	1	3.1	7	11	0	18	0	8
O=C(NCCc1nc2ccccc2[nH]1)/C(=C/c1ccco1)NC(=O)c1ccc(Br)o1	1.1	-0.9	0	-4	-3	9	-2	2
Cc1ccc(Cl)c(OCC(=O)N2CCc3ccccc3C2)c1	1.2	0.3	11	5	0	21	2	4
CC(C#N)(Cc1ccccc1)Nc1ccccc1 (stereo not drawn)	1.1	3.0	3	-17	1	1	-1	1
CCC(=O)Oc1ccc(C(=O)Nc2ccc3c(c2)OCO3)cc1	1	-0.5	1	64*	1	-7	-4	27
CN(Cc1ccccc1)c1ncnc2sccc12	0.97	12	4	1	-31	-8	0	11
Cc1ccc(N(C(=O)c2csnn2)C(C(=O)NC2CCCCC2)c2ccccn2)cc1C (stereo not drawn)	0.95	-3.6	-4	9	1	6	0	6
COC(=O)c1cc(C(=O)Nn2cnnc2)cc([N+](=O)[O-])c1	1.4	-1.3	2	-11	3	10	0	-4
COc1ccc2[nH]c3c(c2c1)CCN1C(=O)N([C@@H](C)C(=O)NCc2ccco2)C(=O)[C@]31C	0.86	3.1	-3	-13	-3	-1	1	-19
O=C(O)c1cncc(Br)c1	0.99	0.1	3	7	3	27	-1	14
CC1=C(C(=O)N(C)C)CC(CC(=O)NCCCCc2ccccc2)C(=O)N1Cc1ccccc1 (stereo not drawn)	·	-0.2	·	·	3	-9	·	2
COc1cccc(CNc2nc3ccccc3n2CCN2CCCCC2)c1OC	1	0.3	0	-14	0	15	2	-7
Carrying on.
SMILES	hIAP activ	MPTP block	ATG4B inh	SENP6 inh	SENP1 FRET inh	SENP8 block	GRIN3A LBD mod	PfGluPho inh
CC(=O)Nc1ccc(S(=O)(=O)NCC2CCC(C(=O)NC(C)c3ccccc3)CC2)cc1 (stereo not drawn)	1.1	-0.2	-1	6	1	12	3	1
CCOC(=O)C1CCN(Cc2ccc(C(=O)OC)cc2)CC1	1	0.1	2	-6	1	6	-1	-15
O=C(NCCc1ccccc1Cl)C1CCC(=O)N(Cc2cccc(C(F)(F)F)c2)C1 (stereo not drawn)	0.91	-0.5	1	-7	-2	4	2	6
CN(C(=O)c1ccco1)c1nnc(-c2ccc(F)cc2)s1	1.1	2.2	2	11	2	-5	-1	7
COc1ccc(NC(=S)Nc2ncccc2C)cc1OC	0.98	-0.7	-9	9	2	-6	0	16
CC(C)CC1c2[nH]c3ccccc3c2CCN1C(=O)C1CCOCC1 (stereo not drawn)	1.2	-0.6	-9	12	-60	-32	0	2
CCOc1ccc2oc(C(=O)OCC(=O)NCc3ccc(OC)cc3)c(C)c2c1	1.1	0.4	-46	2	-8	-423	5	4
Cc1ccccc1C(=O)Nc1cccc(NC(=S)NC(=O)c2cccs2)c1	0.95	-5.6	15	-12	-2	18	-3	-10
COc1ccc(CCn2nnnc2C(c2ccc(Cl)cc2)N2CCN(C)CC2)cc1OC (stereo not drawn)	1.1	2.3	-12	-11	1	17	-1	-7
O=C(NC1CCCC1)C(c1cccnc1)N(CCc1ccccc1)C(=O)c1ccco1 (stereo not drawn)	1	-1.3	6	-2	0	4	0	-2
CS(=O)(=O)c1ccc2c(c1)sc1nc(=O)c(/C=C3/C=CC(=O)C(O)=C3)c(N)n12	0.41	17	3	-25	-32	-30	10	-28
COCCNC(=O)CCC1CCN(Cc2cccc(-c3ccc(C)o3)c2)CC1	1.1	-0.2	9	-5	-12	9	0	2
COc1ccc(NC(=O)C2CCN(C(=O)[C@@H]3Cc4ccccc4CN3)CC2)cc1	1.3	1.4	-11	-5	0	0	-3	2
NS(=O)(=O)c1ccc(N2CCOCC2)c(C(=O)NCc2ccc3c(c2)OCO3)c1	0.94	-1.9	-6	0	1	0	2	-5
Cc1cc(C)n2nc(C(=O)Nc3cccnc3)nc2n1	1.1	-3.9	1	-3	1	22	1	4
CN(c1ccccc1)S(=O)(=O)c1cc(C(=O)OCC(=O)c2c(N)n(C)c(=O)n(C)c2=O)ccc1Cl	·	-1.8	-19	·	0	-4	2	2
O=CN(CCNc1ccccc1)c1ccccc1	·	0.1	0	·	0	9	-1	-3
O=C(CNC(=O)c1cccc(Br)c1)N/N=C/c1cccnc1	1.2	-0.4	-7	-13	-1	13	4	2
Cc1ccc(OCCNC(=O)Cn2cnc3c(=O)n(C)c(=O)n(C)c32)cc1C	0.97	1.6	-5	-4	-3	5	-1	-2
CCCCN1C(=O)C(CC(=O)NC(c2ccccc2)c2ccccc2)CC(C(=O)N(C)C)=C1C (stereo not drawn)	·	1.3	·	·	0	8	·	1
O=C1C=C(NCc2ccc(Cl)cc2Cl)C2(CCCCC2)O1	1.3	12	20	-13	1	8	-4	8
O=C(Nc1ccnn1C1CCN(C2CCCCC2)CC1)c1cccc(F)c1	1.2	-1.6	27	-3	-15	6	0	-5
CCOC(=O)c1c(-c2ccccc2)csc1NC(=S)NC(=O)c1ccccc1	1.1	2.4	-8	-28	1	34	-3	9
Cc1ccccc1NC(=S)N1CCCC(c2nc3ccccc3[nH]2)C1 (stereo not drawn)	1.2	-2.1	-6	-10	0	7	-1	13
CN1C(=O)C(O)(CC(=O)c2ccncc2)c2ccccc21 (stereo not drawn)	1	0.0	-4	2	4	0	0	-10

Limited to SENP1 FRET inh and ATG4B inh, for some of the entries so far:
Molecule | SENP1 FRET inh | ATG4B inh
CCCCN1C(=O)C(CC(=O)NC(c2ccccc2)c2ccccc2)CC(C(=O)N(C)C)=C1C (stereo not drawn) | 0 | ·
COc1ccc(NC(=O)C2CCN(C(=O)[C@@H]3Cc4ccccc4CN3)CC2)cc1 | 0 | -11
O=C(CNC(=O)c1cccc(Br)c1)N/N=C/c1cccnc1 | -1 | -7
O=C(NC1CCCC1)C(c1cccnc1)N(CCc1ccccc1)C(=O)c1ccco1 (stereo not drawn) | 0 | 6

Fetched by structure from above, two records:
SMILES	hIAP activ	MPTP block	ATG4B inh	SENP6 inh	SENP1 FRET inh	SENP8 block	GRIN3A LBD mod	PfGluPho inh
O=C1C=C(NCc2ccc(Cl)cc2Cl)C2(CCCCC2)O1	1.3	12	20	-13	1	8	-4	8
O=C(NCCc1ccccc1Cl)C1CCC(=O)N(Cc2cccc(C(F)(F)F)c2)C1 (stereo not drawn)	0.91	-0.5	1	-7	-2	4	2	6

(more compounds)
SMILES	hIAP activ	MPTP block	ATG4B inh	SENP6 inh	SENP1 FRET inh	SENP8 block	GRIN3A LBD mod	PfGluPho inh
Cc1cc(C)c2oc(=O)cc(CN3CCOCC3)c2c1	0.99	0.3	-9	-9	1	6	2	-3
O=C1CCCN1CCCNc1ccc(S(=O)(=O)N2CCCCC2)cn1	1.1	0.9	-5	5	1	24	-2	3
CCOc1ccc2[nH]c(=O)c(CN(CCc3ccccc3)C(=O)N3CCCC3)cc2c1	1	-3.3	-8	0	-3	-270	-3	-17
CCN(CC)CCn1c(=S)[nH]c2cc(C(=O)NCc3ccccc3)ccc2c1=O	·	-0.9	·	·	1	-17	·	10
CCOc1ccccc1N(CC(=O)NC1CCCCC1)C(=O)CCC(=O)Nc1cc(C)ccn1	1	-0.4	-8	-9	-2	1	0	-5
O=C(CSc1nnnn1-c1ccc(O)cc1)NC1CCCCC1	1.1	1.4	-6	-6	2	5	-2	-7
O=C(c1ccc2snnc2c1)N1CCCC1	1.1	-7.7	-1	4	-1	26	1	-10
CCCn1c(=O)[nH]c(=O)c2c1nc(-c1ccc(OC(F)F)cc1)n2CCN1CCOCC1	0.98	0.1	18	0	-1	-3	4	-19
Oc1cc2c(cc1CN1CCc3ccccc3C1)OCO2	0.98	1.0	3	-4	-6	32	-1	33
COc1ccc(C2=C(C)C(N3CCN(C(=O)c4ccco4)CC3)=NS2(=O)=O)cc1	1	-2.7	1	11	-1	-29	1	9
O=C(c1ccc([N+](=O)[O-])cc1[N+](=O)[O-])n1cnc2ccccc21	0.86	-0.3	0	13	1	18	0	18
c1cc(CNC23CC4CC(CC(C4)C2)C3)ccn1	1.1	-2.3	-9	9	2	13	1	7
Cn1c(C(=O)N2CCCCCC2)cc2c(=O)n(C)c3ccccc3c21	1.1	-3.4	-7	-9	1	-4	-1	27
CCOc1ccc(NC(=O)CCNS(=O)(=O)c2cccs2)cc1	0.97	-0.7	2	8	1	18	1	-8
CN1C[C@@H]2[C@@H]3C(=O)N(Cc4ccccc4)C(=O)[C@@H]3[C@](C)(C1=O)N2C(=O)c1ccc(C(C)(C)C)cc1	·	-0.5	-11	·	2	7	5	-6
CC(=O)NS(=O)(=O)c1ccc(N=c2ssc3c2-c2cc(C)ccc2NC3(C)C)cc1	0.89	1.5	4	0	2	23	-18	-45
NC(=O)c1ccc(-c2nnn(CC(=O)N(C3CCCC3)C3CCS(=O)(=O)C3)n2)cc1 (stereo not drawn)	1	-0.3	3	7	0	-1	0	1
O=C1Nc2ccccc2C(=O)N2[C@H](c3ccccc3)[C@@H]3C(=O)N(Cc4ccccc4)C(=O)[C@@H]3[C@H]12	0.92	-0.7	-1	1	6	1	-2	0
O=C(Nc1ccc(C(=O)c2ccccc2)cc1)c1ccccc1	0.93	0.4	22	38	2	18	-7	24
COCCn1c(SCc2cccnc2)nnc1-c1c[nH]c2ccccc12	0.98	-3.0	-1	-22	1	12	0	6
CC(=O)n1cc([C@H]2C=C(C(=O)Nc3ccccc3)O[C@@H](OCCCCO)C2)c2ccccc21	1.1	-0.6	-3	-5	-9	-27	-11	20
CC(=O)Nc1ccc(S(=O)(=O)N2CCN(S(=O)(=O)c3ccccc3)CC2)cc1	0.89	-1.0	0	3	1	22	-1	-20
O=C(COC(=O)c1cccs1)NCCc1ccc(F)cc1	0.79	-1.6	-3	-9	4	9	1	-3
